FadD28 FP inh – inhibitors of Mycobacterium tuberculosis FadD28 bisubstrate binding; FadD28 bisubstrate probe binding, fluorescence polarization; inhibition, % at 12.5 µM; actives 0.22% (n = 360,000); AID 588549; in the data active means inhibition above about 8.5%, passing the limit was not always enough; inconclusive means no clear call, values can overlap the other calls
FBA Mtb inh – Mtb fructose-bisphosphate aldolase inhibition. actives 2.3% (n = 360,000). inhibition, % at 1 µM. purified M. tuberculosis FBA, fluorescence read-out. AID 588726; in the data active means inhibition above about 27%;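 further: 0% = vehicle and 100% = reference inhibitor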
Target sequence (P9WQA3 whole entry, looked up): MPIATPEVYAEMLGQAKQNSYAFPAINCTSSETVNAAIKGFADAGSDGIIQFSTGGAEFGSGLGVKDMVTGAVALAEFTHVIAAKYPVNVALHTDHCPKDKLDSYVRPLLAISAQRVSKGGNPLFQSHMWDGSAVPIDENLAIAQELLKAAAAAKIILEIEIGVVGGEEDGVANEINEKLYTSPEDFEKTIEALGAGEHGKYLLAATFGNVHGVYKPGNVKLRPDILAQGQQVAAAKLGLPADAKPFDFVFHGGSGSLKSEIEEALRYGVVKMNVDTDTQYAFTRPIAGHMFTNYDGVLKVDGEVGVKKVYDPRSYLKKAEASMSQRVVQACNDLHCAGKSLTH
UGM FP inh – Mtb UDP-galactopyranose mutase inhibition; P9WIQ1; purified UGM, fluorescence polarization probe displacement; inhibition, % at 10 µM; actives 0.06% (n = 320,000); AID 504406; in the data active means inhibition above about 10%, passing the limit was not always enough; inconclusive means no clear call, values can overlap the other calls
Target sequence (P9WIQ1 whole entry, looked up): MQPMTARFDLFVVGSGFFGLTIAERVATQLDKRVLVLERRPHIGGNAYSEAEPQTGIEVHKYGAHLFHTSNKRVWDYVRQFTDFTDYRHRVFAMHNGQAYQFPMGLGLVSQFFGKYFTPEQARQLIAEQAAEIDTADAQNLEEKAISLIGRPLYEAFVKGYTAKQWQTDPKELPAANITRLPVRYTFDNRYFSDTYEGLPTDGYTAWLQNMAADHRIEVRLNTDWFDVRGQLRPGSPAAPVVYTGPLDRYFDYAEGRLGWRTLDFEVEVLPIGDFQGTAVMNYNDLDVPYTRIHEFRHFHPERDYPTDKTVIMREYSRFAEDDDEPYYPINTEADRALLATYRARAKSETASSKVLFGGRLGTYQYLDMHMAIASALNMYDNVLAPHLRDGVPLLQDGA
PrPC TRFRET – inhibitors of human cell surface prion protein PrPC; AID 720596; P04156; TR-FRET read-out; actives 0.43% (n = 370,000); inhibition, % at 13.8 µM; in the data active means inhibition above about 24%; further: 0% = median of the test wells and 100% = reference compound wells
GDH-TPI counter – counter-screen for M. tuberculosis FBA inhibitors: GDH-TPI coupled enzymes; GDH-TPI coupled enzyme counterscreen, NADH absorbance; inhibition, % at 4.8 µM; actives 1.2% (n = 360,000);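 further: 0% = DMSO wells and 100% = wells lacking the enzyme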
BoNT-F LC inh – inhibitors of Botulinum neurotoxin F light chain protease. Multiplex microsphere protease cleavage assay, flow cytometry. inhibition, % at 10 µM. actives 0.22% (n = 360,000). AID 588497; in the data active means inhibition above about 35%, passing the limit was not always enough; inconclusive means no clear call, values can overlap the other calls; further: plate controls were buffer without enzyme for full effect and enzyme alone for no effect
CCHF vOTU inh – CCHFV vOTU protease inhibition | Pep-AMC fluorescence | inhibition, % at 11.5 µM | actives 0.55% (n = 370,000); further: 0% = vehicle wells with enzyme and 100% = no enzyme wells
Mtb BioA inh – blocks M. tuberculosis BioA enzyme activity; purified M. tuberculosis BioA enzyme, plate reader; inhibition, % at 9.99 µM; actives 0.096% (n = 360,000); in the data active means inhibition above about 40%; inconclusive means no clear call, values can overlap the other calls
BoNT-A LC inh2 – BoNT A light chain protease inhibition. multiplex microsphere protease substrate cleavage, flow cytometry. actives 0.17% (n = 360,000). inhibition, % at 10 µM; in the data active means inhibition above about 30%; inconclusive means no clear call, values can overlap the other calls; further: plate controls were buffer without enzyme for full effect and enzyme alone for no effect
Starred values were filed as active, the others as inactive; ? = inconclusive; nt = no result given; + = active, no number; & = joins results of further samples. Unless noted, no stated cut-off is given here; in the data, active means inhibition above about 30%; inactive means the rest.

SMILES	FadD28 FP inh	FBA Mtb inh	UGM FP inh	PrPC TRFRET	GDH-TPI counter	BoNT-F LC inh	CCHF vOTU inh	Mtb BioA inh	BoNT-A LC inh2
C=CCn1c(CCNC(=O)c2ccccc2F)nnc1SCc1nc2ccccc2c(=O)[nH]1	-1.0	2	1.8	-7	1	-4	12	-4.1	-2.6
Cc1ccc(O)c(N)c1	-0.1	-2	3.1	nt	12	-20	nt	-1.5	-0.1
Cc1cnc(Sc2ncccc2[N+](=O)[O-])nc1	0.9	1	-0.8	-21	2	-2	12	-1.4	0.1
COC(=O)c1ccccc1NC(=O)N1CCN(c2ccccc2F)CC1	-1.4	4	1.4	6	9	-2	4	2.9	0.5
CC(=O)N/C(=C\c1ccccc1)C(=O)OCc1cc(C)ccc1C	-0.1	0	-5.2	-5	-2	-18	0	-2.3	-3.0
C[C@H](CO)N1C[C@H](C)[C@@H](CN(C)C(=O)NC2CCCCC2)Oc2ccc(NC(=O)NC3CCCCC3)cc2C1=O	-2.7	-2	-2.1	5	-4	-2	1	0.0&-2.0	0.1
Cc1onc(-c2ccccc2)c1C(=O)NC(C)C1CCCO1 (configuration not stated)	-0.6	-1	0.7	-1	-4	1	2	0.2	0.0
O=C(Nc1sc2c(c1C(=O)O)CCCC2)c1cccs1	1.3	0	2.3	2	28	-3	4	1.2	-0.7
Cc1cccn2c(=O)c3cc(C(=O)NCCc4ccccc4)c(=N)n(Cc4ccco4)c3nc12	-2.1	30*	6.3	-12	-2	20	-7	-1.2	12
COC(=O)c1nccnc1N	-4.3	146*	nt	0	-2	-4	-123	nt	0.1
O=C(Cc1c(F)cccc1Cl)OCC(=O)c1ccc[nH]1	-3.7	-1	-0.6	-3	-14	-6	3	nt	-0.1
C[C@H](N)C(=O)OCc1ccc([N+](=O)[O-])cc1	-2.6	0	1.3	-7	-7	?	1	-1.6	0.1
CC(C)(C)c1nc2ccc(Cl)cn2c1CC1CCCCC1	-1.6	2	nt	-7	nt	-9	-10	0.3	-0.3
COC(=O)CC(NS(=O)(=O)c1cccs1)c1ccccc1Cl (configuration not stated)	-1.6	-6	-1.4	-1	1	7	-11	nt	-0.8
COCc1nnc(NC(=O)c2ccc(S(=O)(=O)N(C)C3CCCCC3)cc2)o1	-0.8	3	0.8	3	12	-9	1	1.0	1.3
COc1ccc(C(NC(=O)C(C)(C)C)NC(=O)C(C)(C)C)cc1	-2.0	-2	0.3	-4	4	1	10	-2.1	-0.3
Cc1ccc(N(CC(=O)NC2CCCCC2C)S(=O)(=O)c2c(C)nn(C)c2C)cc1 (configuration not stated)	-2.4	-1	1.6	-1	11	5	-10	-0.2	1.6
CC1=NNC(=O)/C1=C\c1cn(-c2ccccc2)nc1-c1cccs1	-0.4	-1	-1.1	2	16	-2	2	nt	0.0
CCOC(=O)CNC(=S)N(Cc1ccco1)Cc1ccccc1Cl	-4.5	5	-2.3	0	5	-16	-14	0.4	-2.6
CCOc1c(N2CC(C)OC(C)C2)c(=O)c1=O (configuration not stated)	-4.2	0	2.1	-6	-14	?	5	1.0	1.4
Cn1c(=O)[nH]c2nncnc2c1=O	-1.9	1	-1.8	-49	1	-3	26	nt	1.4
O=C(/C=C/c1ccccc1[N+](=O)[O-])N1CCOCC1	-2.4	1	2.5	-8	-3	-25	5	0.9	1.2
O=S(=O)(Nc1ccc(C(O)(C(F)(F)F)C(F)(F)F)cc1)c1ccc(Cl)c2nonc12	-26	-5	nt	nt	11	0	nt	3.0	-0.4
CSc1nncc(-c2ccc(F)cc2)n1	-1.8	-1	-3.2	1	3	-2	3	-0.1	-0.4
COC(=O)c1c(N)n(CCCN2CCOCC2)c2nc3ccccc3nc12	-0.6	158*	2.4	-7	2	10	-188	2.4	2.0
SMILES	FadD28 FP inh	FBA Mtb inh	UGM FP inh	PrPC TRFRET	GDH-TPI counter	BoNT-F LC inh	CCHF vOTU inh	Mtb BioA inh	BoNT-A LC inh2
COc1ccc(NC(=S)Nc2cnc3ccccc3c2)c(OC)c1	-3.1	7	-2.0	3	5	-11	-11	nt	0.1
CCCOC(=O)CCCCC1SCC(NC(=O)OC)C1NC(=O)OC (configuration not stated)	-0.9	1	0.1	6	2	4	2	0.0	0.7
CN1C(=O)N(CC(=O)c2ccc3c(c2)OCO3)C(=O)C12CCCCC2	-0.3	3	nt	-6	4	-4	2	-0.1	-0.6
Cc1cccc(NC(=O)N2CCC(NC(=O)C3CCCCC3)CC2)c1	-0.2	2	-0.7	5	-5	5	-2	-0.9	-1.7
NC(c1csc(Nc2ccc(C(F)(F)F)cn2)n1)C1CCCCC1 (configuration not stated)	-12	-3	nt	6	-8	-23	11	-1.1	0.0
N/C(=N\OC(=O)c1ccc([N+](=O)[O-])cc1)c1ccc(Br)cc1	-0.3	1	-1.6	-10	14	?	18	0.7	?
CCc1nnc(N2C(=N)SCC2=O)s1	1.7	-1	0.5	4	4	1	4	nt	0.0
O=C(Cc1ccccc1)NCC(=O)N1CCc2ccccc2C1	nt	-1	-0.8	7	-7	-9	12	-0.5	-5.2
CCc1[nH]nc(C(=O)N2CCCC(CNS(=O)(=O)c3cccs3)C2)c1C (configuration not stated)	-0.6	0	-2.3	-1	0	-1	-18	nt	0.6
N#CCc1c(C#N)c(N)nc(N2CCN(S(=O)(=O)c3ccccc3)CC2)c1C#N	-8.3	-4	1.6	12	8	-3	-1	8.0	0.6
c1ccc(Oc2cccc(OCCn3cncn3)c2)cc1	-3.0	2	-0.2	4	10	-21	2	0.3	-1.5
COc1ccc(CNC(=O)CCC(=O)n2ncc3cc(C)ccc32)cc1	-1.2	5	-0.9	-3	11	-8	17	-1.9	-0.6
O=C(CN1C(=O)c2ccccc2S1(=O)=O)NCCSCc1ccccc1Cl	-0.1	-2	2.2	1	-2	-3	-2	-2.9	-0.8
CC(C)(C)C(=O)Nc1cc(C(F)(F)F)ccc1N1CCOCC1	-0.6	4	-1.1	-4	3	-30	11	-0.4	-1.5
Cc1ccc(C)c(NC(=O)CCOc2ccccc2)c1	-1.1	0	-2.8	0	-2	-20	5	-0.7	-0.4
Cc1cc(C)c(C)c(S(=O)(=O)N2CCC(C(=O)N3CCCC3)CC2)c1C	-0.1	1	-1.4	5	4	nt	5	7.8	nt
COc1ccc(/C=N/OCC(=O)Nc2cc(C)on2)cc1OC	-2.5	-3	3.1	-2	1	-9	0	0.2	-2.2
CCCn1ncc(CN2CCC(C(=O)Nc3cccc(-c4cccc(F)c4)c3)CC2)c1C	-7.7	2	4.1	-14	9	-5	8	-0.8	0.3
CCCCc1oc2c(c(=O)c1C)C(=O)CC(c1ccccc1)C2 (configuration not stated)	-1.3	2	0.4	1	10	-8	-19	26	0.7
CC(=O)n1cc(/C=N/NC(=O)c2ccccc2Cl)c2ccccc21	-4.0	1	-1.0	nt	9	19	nt	0.8	4.8
COc1ccc(C(=O)N/C(=C\c2ccccc2)C(=O)Nc2ccc(C(=O)NCC(=O)O)cc2)cc1	-1.4	12	-0.8	2	5	-5	-10	-1.0	-0.5
COCCN(CCOC)S(=O)(=O)c1ccc(OC)cc1	-2.1	1	-0.5	-5	-2	-1	6	-1.0	0.9
COc1ccccc1C(CC(=O)Nc1nccs1)c1ccco1 (configuration not stated)	-2.9	3	-0.7	8	-4	-4	-5	1.7	0.2
Cn1c2ccccc2c2cnn(CC(=O)O)c(=O)c21	-0.9	17	-0.3	12	14	0	-1	nt	-0.8
Cc1cc(C)nc(/N=C2/NC(=O)CS2)n1	-1.5	-1	4.0	2	-1	-18	-5	-0.7	-3.3
SMILES	FadD28 FP inh	FBA Mtb inh	UGM FP inh	PrPC TRFRET	GDH-TPI counter	BoNT-F LC inh	CCHF vOTU inh	Mtb BioA inh	BoNT-A LC inh2
COc1cc(CNc2ccc3c(c2)CCC3)cc(OC)c1O	0.6	3	-2.0	8	13	3	0	-0.5	4.2
O=C(NCc1cccnc1)c1cccc(F)c1	-1.0	-2	0.0	8	7	0	16	-0.8	0.2
CCC1=NN(C(=O)Cc2ccc(OC)cc2)C(O)(C(F)(F)F)C1 (configuration not stated)	0.7	2	-0.7	-5	-4	-9	13	-0.4	-0.8
CNC(=O)Nc1cccc(C(F)(F)F)c1	-2.7	1	-0.8	2	-3	-5	3	nt	-0.2
COc1ccc(C2=NN(C(=O)CSc3nnc(-c4ccccc4F)o3)C(c3ccco3)C2)cc1 (configuration not stated)	-3.2	-4	1.3	7	8	-1	27	nt	-0.8
COc1ccc(/C=N\NS(=O)(=O)c2ccc(Cl)cc2)cc1COc1ccccc1[N+](=O)[O-]	-2.7	-6	3.8	-4	5	17	13	-1.1	0.5
O=C(CN1C(=O)NC2(CCCC2)C1=O)OCc1c(F)cccc1Cl	0.0	0	5.6	-6	6	4	1	-1.6	-1.9
O=C(CCCOc1ccccc1)Nc1cccc(C(=O)O)c1	-2.0	3	1.8	3	6	4	8	0.7	0.2
CC1(C(=O)Nc2cccc(C#N)c2)CCN1C(=O)Cc1ccc(-c2ccccc2)cc1 (configuration not stated)	-8.6	-6	nt	13	4	0	7	-2.1	0.0
COc1cccc(-c2nn(-c3ccc(C)cc3)cc2C(=O)N2CCc3cc(OC)c(OC)cc3C2)c1	-2.2	0	1.0	7	2	9	3	-6.7	3.8
CN1CCc2c(c3ccccc3n2Cc2ccccc2)C1	-3.7&-0.9	1&-1	1.9	-5&-15	-9&11	-1&-17	3&-1	0.6&0.0	-0.7&-1.0
CC(C)CN(C(=O)COC(=O)c1cccc2ccccc12)c1c(N)n(Cc2ccccc2)c(=O)[nH]c1=O	0.0	0	-1.8	-7	12	nt	-9	nt	nt
COc1ccc(/C=N/NC(=O)c2nc(-c3ccccc3)n(-c3ccccc3)n2)c(O)c1	-2.3	17	1.1	14	25	-6	12	nt	-0.2
Cc1ccc(NC(=O)COC(=O)CC2CCCC2)cc1F	-1.7	-4	0.7	6	7	-2	11	1.5	0.2
CCCCc1cc(=O)oc2c(CN3CCCC3)c(O)ccc12	-4.1	+	-0.9	-3	4	-4	-308	-0.3	-2.2
Fc1cccc(Cc2c(-c3ccco3)nc3c(Cl)cc(C(F)(F)F)cn23)c1	-0.3	2	nt	5	nt	7	31*	-2.2	0.6
COc1ccc(N2C(=O)CC(N3CCC(C(N)=O)CC3)C2=O)cc1 (configuration not stated)	-2.1	0	-0.8	3	-5	-5	-5	-0.5	-0.7
Brc1cc2c(cc1C1OCCCO1)OCO2	0.1	1	nt	0	11	4	3	nt	-0.3
COc1ccc(N(C(=O)c2snc(C(N)=O)c2N)C(C(=O)NCc2ccccc2)c2ccc(O)cc2)cc1 (configuration not stated)	-4.6	-6	nt	-11	-1	-9	11	-1.3	3.4
CCCCC(=O)Nc1c2c(nn1-c1ccc(C)cc1)CS(=O)(=O)C2	0.3	3	0.5	3	-1	0	-16	1.7	-2.2
Cc1sc2nc(CN(Cc3ccccc3)C(=O)NC3CCCCC3)[nH]c(=O)c2c1C	0.3	4	-1.2	-5	1	38*	-13	-3.3	3.7
COc1ccc(C(=O)CN2CCN(c3cc(C)nc4ccccc34)CC2)cc1	-4.0	4	5.7	3	7	-9	7	3.1	0.8
CC1CCCCN1c1ncnc(N)c1[N+](=O)[O-] (configuration not stated)	-2.1	6	2.0	-2	3	-3	-1	nt	-0.7
Cc1ccc(Nc2cc(=O)n(C3CCCCC3)c(=O)[nH]2)cc1C	-1.0	0	-2.5	-3	-8	6	-23	nt	0.5
CC(C)C(=O)Nc1ccc(N2CCN(S(C)(=O)=O)CC2)cc1	-0.3	-4	2.3	-2	-1	-2	5	-1.2	-0.6
COc1ccccc1CNC(=O)COC(=O)c1sc(C)nc1C	-0.4	0	nt	-4	2	-8	11	-5.4	-5.7

Single records (already shown):
Record of `Brc1cc2c(cc1C1OCCCO1)OCO2` = FadD28 FP inh: 0.1; FBA Mtb inh: 1; UGM FP inh: nt; PrPC TRFRET: 0; GDH-TPI counter: 11; BoNT-F LC inh: 4; CCHF vOTU inh: 3; Mtb BioA inh: nt; BoNT-A LC inh2: -0.3
Record of `CC1(C(=O)Nc2cccc(C#N)c2)CCN1C(=O)Cc1ccc(-c2ccccc2)cc1` (configuration not stated) = FadD28 FP inh: -8.6; FBA Mtb inh: -6; UGM FP inh: nt; PrPC TRFRET: 13; GDH-TPI counter: 4; BoNT-F LC inh: 0; CCHF vOTU inh: 7; Mtb BioA inh: -2.1; BoNT-A LC inh2: 0.0
